TCR activator: Activators of T cell receptors: qHTS campaign. primary human leukocytes, anti-CD3, IL-2 HTRF, 48 h. Potency, µM (titrated, usually from 9.22 µM), for the others: at the highest dose activation of IL-2 secretion, most hits filed as activators. 330,000 tested, under 10 active. AID 504894, 2011; note: % of control where 0% means no effect
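IL-2 release read by HTRF sandwich (Eu cryptate donor, d2 acceptor, 665 nm emission) after 48 hr exposure of primary human leukocytes to compound together with anti-CD3 beads in the absence of co-stimulatory signals.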
TSG101-PTAP inh: qHTS Assay for Iinhibitors of HIV-1 Budding by Blocking the Interaction of PTAP/TSG101; Tumor susceptibility gene 101 protein (Homo sapiens), Q99816; Fluorescence polarization, FITC-PTAP peptide / Tsg101 binding; Potency, µM (series often up to 115 µM), for the others: at the highest dose activity change, negative = inhibition, most hits filed as inhibitors; 340,000 tested, under 10 active; active = well fitted inhibition curve with a large enough effect in the main read-out, with a control signal flat, not every such curve was filed as active; inconclusive = small, poorly fitted or top-dose-only effect, or effect the other way, or a change in a side signal; inactive = no such curve, though single readings can be large or run the other way; note: potency is the fitted concentration of half-maximal effect; % of control where 0% means no effect
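Fluorescence anisotropy tracks displacement of a FITC-tagged PTAP peptide (50 nM) from the Tsg101 binding domain (10 uM), following a 20 min room-temperature incubation at pH 7.5.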
MBNL1 CUG block: qHTS Assay for Inhibitors of MBNL1-poly(CUG) RNA binding. Muscleblind-like protein 1 (Homo sapiens), Q9NR56. TR-FRET MBNL1-His/biotin-(CUG)12 binding, 665/545 ratio. Potency, µM (titrated, usually from 57.5 µM), inactives show top-dose activity change, negative = inhibition, actives largely listed as inhibitors. 0.036% of 280,000 active; active = well fitted inhibition curve with a large enough effect in the signal ratio, with a control signal flat, not every such curve was filed as active; inconclusive = small, poorly fitted or top-dose-only effect, or effect the other way, or a change in a side signal; inactive = no such curve, though single readings can be large or run the other way; the % refers to the signal ratio; note: potency is the fitted concentration of half-maximal effect; % is set by controls: 0 for no effect and ±100 for the full control effect
Target sequence (Q9NR56 whole entry, looked up): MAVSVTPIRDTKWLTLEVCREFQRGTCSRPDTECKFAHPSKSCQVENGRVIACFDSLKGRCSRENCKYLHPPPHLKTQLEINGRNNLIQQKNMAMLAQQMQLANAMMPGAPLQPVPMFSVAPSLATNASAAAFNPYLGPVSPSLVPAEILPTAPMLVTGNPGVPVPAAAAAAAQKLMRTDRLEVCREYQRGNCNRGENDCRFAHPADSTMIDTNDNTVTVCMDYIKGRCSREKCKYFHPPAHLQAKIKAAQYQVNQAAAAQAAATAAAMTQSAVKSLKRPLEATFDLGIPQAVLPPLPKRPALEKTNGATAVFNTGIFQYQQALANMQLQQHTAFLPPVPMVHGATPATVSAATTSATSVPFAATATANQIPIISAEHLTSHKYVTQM
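Compounds (final 92 nM to 58 uM) are added to His-tagged MBNL1 and biotin-(CUG)12, then terbium anti-His antibody and streptavidin-XL665 (5 nM final). After 60 min at room temperature, the 665/545 nm ratio is read.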
Mito fusion act: qHTS Assay for Small Molecule Inhibitors of Mitochondrial Division or Activators of Mitochondrial Fusion. S. cerevisiae fusion-defective mutant growth rescue, CellTiterGlo 48 h. Potency, µM (highest dose often 46.1 µM), inactives show at the top dose growth rescue (activation), hits mostly activators. 0.23% of 320,000 active;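 note: potency is the fitted concentration of half-maximal effect; % of control where 0% means no effect; nearly all actives have a fitted effect of over 45% in size; temperature-sensitive fusion mutants such as fzo1-1 at 37 °C on non-fermentable ethanol glycerol medium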
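Yeast fusion mutant, YPEG (non-fermentable carbon), compound, 48 h at 37C non-permissive; CellTiterGlo added, 10 min RT, luminescence read. Rescued growth = division inhibition.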
a7 integrin act: qHTS for Activators of Integrin-Mediated Alleviation for Muscular Dystrophy. Potency, µM (top dose mostly 38.3 µM), inactives show at the highest dose activation, actives largely listed as activators. alpha7betagal myoblasts, beta-gal FDG fluorescence, 48 h. 0.064% of 350,000 active;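 note: potency is the fitted concentration of half-maximal effect; 100% = response of the positive control SU9516; nearly all actives have a fitted effect of over 60% in size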
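alpha7betagal+/- myoblasts (passage 13, 250/well) treated 48 h at 37C with compounds at 1:260 dilution of DMSO stock. Lysed, then beta-galactosidase activity read as FDG fluorescence (ex 480/em 540) after 30 min, with pre-read for autofluorescence.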
TSHR antag: Antagonists of the Thyroid Stimulating Hormone Receptor: HTS campaign. Thyrotropin receptor (Homo sapiens), P16473. TSHR-expressing cells, TSH-stimulated cAMP HTRF, 2 h; active compounds read low. activity change, negative = inhibition, % at 11.5 µM. 0.2% of 330,000 active. AID 504810, 2011;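 active = activity change below a set negative limit, meaning inhibition stronger than a set level, cut at about -70% in these data; inconclusive = activity change between two set negative limits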; note: % is set by controls: 0 for no effect and ±100 for the full control effect
Target sequence (P16473 whole entry, looked up): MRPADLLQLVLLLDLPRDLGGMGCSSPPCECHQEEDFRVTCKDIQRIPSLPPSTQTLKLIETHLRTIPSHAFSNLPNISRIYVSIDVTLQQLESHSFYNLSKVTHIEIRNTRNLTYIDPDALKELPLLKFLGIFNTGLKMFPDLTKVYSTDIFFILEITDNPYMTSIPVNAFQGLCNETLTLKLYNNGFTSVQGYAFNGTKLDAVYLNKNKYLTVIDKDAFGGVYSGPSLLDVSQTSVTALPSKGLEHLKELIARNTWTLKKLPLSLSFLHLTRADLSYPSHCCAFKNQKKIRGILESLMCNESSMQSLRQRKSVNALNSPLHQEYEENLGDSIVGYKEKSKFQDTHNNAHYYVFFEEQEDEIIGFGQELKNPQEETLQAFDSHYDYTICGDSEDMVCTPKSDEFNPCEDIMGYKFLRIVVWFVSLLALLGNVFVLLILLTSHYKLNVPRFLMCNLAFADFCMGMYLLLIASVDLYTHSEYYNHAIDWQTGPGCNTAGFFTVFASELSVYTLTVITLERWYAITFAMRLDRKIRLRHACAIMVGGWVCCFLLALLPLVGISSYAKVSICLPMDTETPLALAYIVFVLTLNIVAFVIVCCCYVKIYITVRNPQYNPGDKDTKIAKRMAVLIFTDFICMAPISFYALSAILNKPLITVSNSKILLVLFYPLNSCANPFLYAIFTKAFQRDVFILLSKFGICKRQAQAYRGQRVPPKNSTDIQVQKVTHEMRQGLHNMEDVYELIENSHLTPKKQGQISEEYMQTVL
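Read-out is FRET at 665 nm (cryptate excitation 337 nm) from a cryptate-tagged anti-cAMP antibody, competed by cell cAMP against cAMP-d2. Compounds are tested on freshly harvested TSHR cells challenged with 4nM TSH (EC80) for 2 hours at 37 deg C.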
Menin MLL FP TR: qHTS Assay for Inhibitors Targeting the Menin-MLL Interaction in MLL Related Leukemias: Competition With Texas Red Labeled MLL-derived Mutant Peptide; Menin + Texas Red MLL mutant peptide, fluorescence polarization; Potency, µM (doses to about 61.6 µM), for the others: at the top dose FP activity change, negative = inhibition, hits mostly inhibitors; 0.23% of 270,000 active; AID 1768, 2009; active = well fitted inhibition curve with a large enough effect in the polarisation, with a control signal flat, not every such curve was filed as active; inconclusive = small, poorly fitted or top-dose-only effect, or effect the other way, or a change in a side signal; inactive = no such curve, though single readings can be large or run the other way; the % refers to the polarisation; note: potency is the fitted concentration of half-maximal effect; % of control where 0% means no effect; many of its hits are not listed in these tables
ASM inhibitor: Inhibitors of Secretory Acid Sphingomyelinase (S-ASM): qHTS. Sphingomyelin phosphodiesterase (Homo sapiens), P17405. placental ASM, HMU-PC fluorogenic substrate, 60 min. Potency, µM (top dose mostly 57.5 µM), without a hit: at the highest dose activity change, negative = inhibition, most hits filed as inhibitors. 0.006% of 340,000 active; note: potency is the fitted concentration of half-maximal effect
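qHTS format. ASM enzyme prepared from human placenta hydrolyses the fluorogenic substrate HMU-PC0 (9 uM final) over 60 min at 37 °C after a 10 min compound preincubation.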
MLL CXXC-DNA inh: qHTS Fluorescence Polarization Assay for Inhibitors of MLL CXXC domain - DNA interaction | Histone-lysine N-methyltransferase 2A (Homo sapiens), Q03164 | MLL-CXXC / FITC-HOXA9 DNA fluorescence polarization | Potency, µM (top dose mostly 115 µM), without a hit: at the top dose activity change, negative = inhibition, hits mostly inhibitors | 0.037% of 290,000 active; active = well fitted inhibition curve with a large enough effect in the polarisation, with a control signal flat, not every such curve was filed as active; inconclusive = small, poorly fitted or top-dose-only effect, or effect the other way, or a change in a side signal; inactive = no such curve, though single readings can be large or run the other way; the % refers to the polarisation; note: potency is the fitted concentration of half-maximal effect
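Purified MLL-CXXC (added from a 7 uM solution) was preincubated 5 min at ambient with pinned compounds in 50 mM Tris-HCl pH 7.5, 50 mM NaCl, 1 mM DTT, 0.05% BSA. Fluorescein-labeled HOX-A9 DNA (50 nM solution) followed, 30 min, then polarization read.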
A-T KAP1 phos: qHTS Assay for Identifying a Potential Treatment of Ataxia-Telangiectasia; […] A-T fibroblasts, KAP-1 phosphorylation AlphaLISA; neocarzinostatin DNA damage 30 min before lysis; Potency, µM (titrated, usually from 57.5 µM), inactives show at the highest dose activation, hits mostly activators; 0.19% of 320,000 active; note: potency is the fitted concentration of half-maximal effect; % of control where 0% means no effect; nearly all actives have a fitted effect of over 45% in size
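ATM-like activity read as KAP-1 phosphorylation via AlphaLISA donor/acceptor antibody pairs after lysis and 6 hr at 25C. Cells were ATM-null patient fibroblasts ([…], hTERT), dosed 60 min, then exposed to the DSB inducer NCS for 30 min.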
Active calls of the source: *; i = inactive; ? = inconclusive; . = no result given; [ ] = another dose, or the depositor's remark. Unless noted, calls come from the whole dose curve; as a rule, active = well fitted curve in the direction sought with a large enough effect; inconclusive = small, poorly fitted or top-dose-only effect, or another doubt; inactive = no such curve, though single readings can be large; an effect the other way counts as inactive or inconclusive. Only part of the results is shown; rates above refer to the full screens.

SMILES | TCR activator | TSG101-PTAP inh | MBNL1 CUG block | Mito fusion act | a7 integrin act | TSHR antag | Menin MLL FP TR | ASM inhibitor | MLL CXXC-DNA inh | A-T KAP1 phos
Cc1cccc(N(C(=O)c2ccco2)C(C(=O)NC2CCCC2)c2cccnc2)c1C (stereo not drawn) | 3% | -5% | 2% | -4% | -3% | 17 | -9% | 3% | 33%[activator] | -6%
COc1ccccc1-n1c(C)nnc1SCC(=O)NCc1ccccc1 | 6%[46.1 µM] | -5% | -7% | 4% | 4% | 23 | -11% | 3% | -12% | 7%
COc1ccc(C(=O)NNC(=O)c2cnccn2)cc1[N+](=O)[O-] | 0% | -7% | ? | 1% | 11% | 21 | 3% | -1% | 18% | 0%
CN(C)c1nc(-c2cn(CCC#N)c3ccccc23)cs1 | 17% | -10% | 3% | -1% | -9% | 0 | ? | -1% | -4% | 12%
O=C(Nc1ccc(Cl)c(S(=O)(=O)N2CCCCC2)c1)c1ccncc1 | 2% | -3% | . | -7% | -6% | -17 | . | -2% | . | 1%
Cc1c(C#N)c(O)n(CCO)c(=O)c1N=Nc1ccc2c(c1)COC2=O | 2% | 6% | ? | 5% | 3% | 33 | . | -1% | 21% | -14%
COc1ccccc1NCc1nnc(-c2ccccc2)o1 | 12% | -4% | 0% | -2% | -28% | -6 | -16% | 0% | 4% | 1%
CCOc1ccc2[nH]c(C(=O)N/N=C/c3ccc(OC)cc3)cc2c1 | -2% | 0% | -2% | 6% | -12% | 2 | -7% | -9% | 9% | 1%
O=C(Nc1ccncc1)Nc1ccc(F)cc1 | -2% | 2% | -19% | -5% | ? | -7 | ? | 4% | -1% | 4%
CCN(CC)c1ccc(C=C2C(=O)OC(c3ccccc3)OC2=O)cc1 (stereo not drawn) | 10% | -3% | 9% | -7% | 24% | 2 | -3% | 1% | 11% | 3%
CCC(C)(CN(C)C)OC(=O)c1ccccc1 (stereo not drawn) | -1% | -1% | . | 2% | . | . | . | 3% | . | 10%
C/C(=N/OCC(=O)Nc1ccc(C)cc1C)c1cccs1 | 4% | -7% | -6% | 3% | 14% | -7 | . | 2% | -6% | 0%
CN(c1ccc(O)cc1)c1nc(O)c(C2=c3ccccc3=NC2=O)s1 | -2% | ? | . | . | -3% | . | . | ? | . | .
Cc1cccc(NC2=C/C(=N/S(=O)(=O)c3cccs3)c3ccccc3C2=O)c1 | 5%[46.1 µM] | -4% | ? | 0% | -31%[inhibitor] | 16 | -1% | -14% | 12% | 27%
COC(=O)c1cc(S(=O)(=O)N2CCCCCC2)c[nH]1 | -2% | -5% | -6% | 3% | -15% | -4 | 1% | 1% | 0% | -2%
O=[N+]([O-])c1ccccc1CN1CCN(S(=O)(=O)c2ccccc2)CC1 | -2% | 0% | . | . | -15% | . | . | -1% | . | .
COc1ccc(C2CC(c3ccc(OC)cc3)n3nc(NS(C)(=O)=O)nc3N2)cc1 (stereo not drawn) | 1% | 0% | . | -3% | 15% | -1 | . | 5% | -8% | 3%
CCOc1ccc(-c2cc(C(=O)NCCCn3ccnc3)c3ccccc3n2)cc1 | -14% | 1% | . | 4% | 0% | -8 | 25% | 172%[activator] | 10% | 4%
COc1cccc(N2CCN(c3ccc4nnc(CCC(=O)Nc5cc(C)ccn5)n4n3)CC2)c1 | -1% | -4% | 1% | 0% | 51% | -15 | . | -2% | ? | 6%
Cc1cc(=O)[nH]c(NN=Cc2cc(Br)ccc2O)n1 | 1% | 0% | . | . | -24% | . | . | 286%[activator] | . | .
C=CCn1c(CSCc2ccccc2)nnc1SCC(=O)N1CCN(c2ccccc2)CC1 | 2%[46.1 µM] | -3% | 12% | 8% | 18% | 3 | ? | 2% | 20% | -5%
COCC(=O)N1CCC(Oc2ccc(C(=O)N3C[C@H]4CC[C@H]3C4)cc2)CC1 | -1% | -2% | 0% | -1% | 1% | -2 | -9% | 1% | 8% | 5%
COc1ccc(NC(=O)C(NC(=O)Cc2cccs2)c2ccccc2)cc1 (stereo not drawn) | -4%[46.1 µM] | -4% | -2% | -1% | -5% | 16 | ? | 2% | -11% | -8%
O=C(CC(=O)N1CCN(c2ccccn2)CC1)Nc1ccc2nc3n(c(=O)c2c1)CCCCC3 | 2% | -4% | 2% | 0% | 9% | 3 | -6% | -1% | -4% | -5%
COC(=O)C1=C(C)N(CCc2ccc(OC)cc2)C(=O)C1 | 0% | 6% | -10% | -8% | 8% | -7 | ? | 5% | 6% | 5%
Carrying on:
SMILES | TCR activator | TSG101-PTAP inh | MBNL1 CUG block | Mito fusion act | a7 integrin act | TSHR antag | Menin MLL FP TR | ASM inhibitor | MLL CXXC-DNA inh | A-T KAP1 phos
COc1ccc(/C=N/Nc2nc(-c3cccc(S(=O)(=O)N4CCCC4)c3)cs2)c(OC)c1 | 3%[46.1 µM] | -5% | 7% | -7% | 1% | -1 | ? | 23% | -3% | 2%
Fc1ccccc1Cn1nnc(-c2ccc3c(c2)OCO3)n1 | 2% | -3% | 0% | 3% | 1% | -9 | 1% | -7% | 3% | 2%
CCCCC(CC)Cn1c(N)c(C#N)c2nc3ccccc3nc21 (stereo not drawn) | . | -4% | 5% | . | -52%[inhibitor] | -12 | 4% | i | 15% | .
CC(=O)Nc1scc(C)c1-c1nc2ccccc2s1 | -1% | -5% | 2% | 2% | 2% | -12 | . | -21% | 1% | 24%
O=c1c(Cl)c(Cl)cnn1Cc1ccc(F)cc1 | -2% | -3% | 105%[activator] | -5% | -60%[inhibitor] | -20 | -4% | -1% | -2% | -6%
CCC(C)Sc1ccc([C@@H]2[C@@H]3C(=O)N(C)C(=O)[C@@H]3[C@]3(C(=O)OC)CCCCN23)cc1 (stereo partly drawn) | 1% | 1% | . | 6% | -25% | -5 | . | -9% | . | 4%
O=c1[nH]cccc1-c1nc2ccccc2n1Cc1ccccc1F | 0% | 1% | -6% | -9% | 35% | 0 | -14% | 30%[activator] | 37%[activator] | 2%
COc1cc(OC)cc(C(=O)NC(=S)N(Cc2ccccc2)C(C)C)c1 | -1% | 1% | -2% | 5% | -31% | 22 | 28% | -4% | 7% | ?
COC(=O)c1scc(C)c1NC(=O)CSc1ccc(Cl)cc1 | 1% | -3% | -15% | 6% | 0% | -4 | . | 0% | -4% | 18%
COc1cc(/C=N/NC(=O)c2cccnc2)ccc1OCC(=O)Nc1ccc(C)cc1 | -1%[46.1 µM] | -6% | . | 2% | 7% | -3 | 8% | 13% | -2% | -5%
COc1ccc(N2CCN(C(=S)Nc3ccc(OC)cc3OC)CC2)cc1 | -15% | -2% | -1% | -19% | ? | -2 | 8% | 0% | 6% | 3%
Cc1ccc(C(=O)NCc2ccco2)cc1S(=O)(=O)Nc1cccc(C)c1C | -1% | 0% | 8% | 4% | -7% | 12 | 1% | -14% | -2% | .
CC(C)(C)Cc1nnc(NC(=O)Cc2cccs2)s1 | -2% | 0% | -1% | 2% | 16% | -18 | 7% | 0% | -1% | -2%
CCNc1nc(NOC)nc(OCC#N)n1 | -1%[46.1 µM] | -2% | -11% | -16% | -7% | 5 | -1% | -1% | 17% | 2%
CCNC(=S)N/N=C/c1ccc(-c2ccccc2)o1 | 1%[46.1 µM] | -10% | 16% | 1% | 4% | 7 | -7% | 50% | -1% | -6%
Cc1nn(C)c(C)c1S(=O)(=O)N1CCC(C(=O)NC2CCCCC2)CC1 | -9% | -4% | 2% | 0% | 8% | -4 | 10% | 2% | -3% | 0%
CN1CCC(OC(=O)COc2ccc(F)cc2)CC1 | -2% | -5% | 1% | -22% | 4% | 8 | 8% | 2% | 15% | 1%
COc1cc(OC)cc(C(=O)N2CCC(C(=O)N3CCOCC3)CC2)c1 | -3% | -1% | -6% | 4% | 3% | -6 | 0% | -1% | 2% | 2%
Cc1ccc(NC(=O)Cc2nc(COC(=O)Cc3cccc(C(F)(F)F)c3)cs2)cc1 | 6% | 4% | . | -3% | -2% | 24 | . | 1% | . | 2%

Screening results deposited in PubChem BioAssay by National Center for Advancing Translational Sciences (NCATS).
